ERb coact inh: ER-beta (human) coactivator binding inhibition | TR-FRET ER-beta LBD / SRC1-Cy5 peptide binding; receptor agonist-loaded with 1 µM estradiol | inhibition, % at 25.6 µM | 86,000 tested, 1.3% active | AID 633;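 active = compounds whose percent inhibition of the receptor-coactivator binding signal exceeds about 50% in the single-dose screen, limit read from the data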;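 note: 0% = receptor plus peptide wells without compound and 100% = peptide-only wells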
Target sequence (Q92731 whole entry, looked up, the tested form may be a part): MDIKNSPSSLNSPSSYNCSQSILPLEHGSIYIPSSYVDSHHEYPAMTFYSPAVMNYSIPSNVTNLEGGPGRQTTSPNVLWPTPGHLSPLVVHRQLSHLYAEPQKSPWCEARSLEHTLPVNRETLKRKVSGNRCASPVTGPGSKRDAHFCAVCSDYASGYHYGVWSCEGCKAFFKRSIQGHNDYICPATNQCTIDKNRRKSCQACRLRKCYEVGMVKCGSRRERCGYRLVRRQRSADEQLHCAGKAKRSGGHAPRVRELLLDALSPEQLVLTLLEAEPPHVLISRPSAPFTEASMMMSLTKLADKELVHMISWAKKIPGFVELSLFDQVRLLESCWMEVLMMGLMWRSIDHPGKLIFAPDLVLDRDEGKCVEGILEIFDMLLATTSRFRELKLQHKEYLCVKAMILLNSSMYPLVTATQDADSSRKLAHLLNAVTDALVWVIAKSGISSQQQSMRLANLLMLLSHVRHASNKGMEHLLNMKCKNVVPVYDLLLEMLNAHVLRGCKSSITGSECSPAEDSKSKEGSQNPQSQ
sEH inh: soluble epoxide hydrolase (human) inhibition. inhibition, % at 2 µM. 91,000 tested, 0.34% active. recombinant human sEH enzymatic activity assay; in the data active = inhibition above about 80%; note: values of inactives mirror those of a sister screen read the other way; many of its hits are not listed in these tables
Target sequence (P34913 whole entry, looked up): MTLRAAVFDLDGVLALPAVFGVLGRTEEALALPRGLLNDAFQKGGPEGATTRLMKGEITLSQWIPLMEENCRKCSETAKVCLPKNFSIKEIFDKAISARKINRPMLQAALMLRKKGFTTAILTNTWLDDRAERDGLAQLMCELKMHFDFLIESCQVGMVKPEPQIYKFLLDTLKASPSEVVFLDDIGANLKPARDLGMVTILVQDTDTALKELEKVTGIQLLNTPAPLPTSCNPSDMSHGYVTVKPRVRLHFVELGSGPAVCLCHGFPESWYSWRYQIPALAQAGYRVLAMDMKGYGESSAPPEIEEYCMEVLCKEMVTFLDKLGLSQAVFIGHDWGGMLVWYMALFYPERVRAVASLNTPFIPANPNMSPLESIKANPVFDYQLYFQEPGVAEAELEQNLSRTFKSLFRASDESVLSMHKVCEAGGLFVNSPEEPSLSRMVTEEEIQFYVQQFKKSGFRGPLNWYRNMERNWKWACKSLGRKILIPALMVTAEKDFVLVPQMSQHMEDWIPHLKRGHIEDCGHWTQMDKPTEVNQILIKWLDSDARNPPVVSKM
cytoskel mod: alters cytoskeleton assembly in HUVEC cells; HUVEC TNFa F-actin phalloidin imaging, high content; 91,000 tested, 0.18% active; inhibition, % at 2 µM;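 active = inhibition above the batch mean plus 3 SD and confirmed as a hit by visual image inspection, cut at about 30% in these data, passing the limit was not always enough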; note: strong numbers were not always called active
Smad3 inh: blocks human Smad3 binding to FoxH1 peptide; 88,000 tested, 0.29% active; TR-FRET Smad3/Dy647-FoxH1 peptide binding, europium anti-His; AID 630; P84022; inhibition, % at 25 µM;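 active = compounds that reduce the energy-transfer binding signal between the protein and its labelled peptide by more than half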;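 note: 0% = Smad3 plus labelled peptide maximal FRET and 100% = peptide-only background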
TNFa cytotox: HUVEC cytotoxicity counter-screen, TNF alpha stimulated; AID 848; cell count reduction, % at 2 µM; HUVEC TNFalpha-stimulated, Hoechst cell count, imaging; 93,000 tested, 0.17% active;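 active = cell count reduction exceeding the screen mean by over 5 SD, scaled to untreated wells per plate, cut at about 78% in these data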;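 note: cells counted after 24 h of TNF alpha exposure following the 1 h pretreatment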
sEH activator: soluble epoxide hydrolase (human) activation | 91,000 tested, 0.04% active | purified human sEH enzymatic activity, activator screen | activation, % at 2 µM | AID 717; in the data active = activation above about 37%; note: values of inactives mirror those of a sister screen read the other way
Calb biofilm kill: kills Candida albicans biofilms; C. albicans biofilm + clotrimazole, Alamar Blue; inhibition, % at 6 µM; 85,000 tested, 0.14% active;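 active = inhibition above 20%; inactive = inhibition below 20%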;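 note: preformed 24 hr biofilms exposed to compound for 48 hr; 0% = biofilm without compound and 100% = blank killed by clotrimazole plus chlorhexidine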
HUVEC tox IL1B: HUVEC cytotoxicity counter-screen, IL-1B stimulated. HUVEC cell count loss, Hoechst imaging. cell count reduction, % at 2 µM. 94,000 tested, 0.41% active. AID 845;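 active = cell count reduction more than 3 SD above the screen-wide mean, cut at about 70% in these data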;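 note: normalized per plate to untreated control cells as the no-loss baseline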
VCAM1 TNFa inh: reduces TNF alpha induced VCAM1 expression in HUVEC; inhibition, % at 2 µM; HUVEC TNFa-induced VCAM-1 immunofluorescence, high-content imaging; 95,000 tested, 0.48% active;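 active = inhibition above the batch mean plus 3 SD, with images confirmed as a hit by eye, cut at about 37% in these data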;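 note: 0% = TNF-stimulated DMSO wells and 100% = unstimulated control wells; not every result past the cut was called active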
The depositor's hits bear a star; x = not tested or not shown; [ ] = remark or other dose. An excerpt; count on the stated rates, not on these rows.

SMILES	ERb coact inh	sEH inh	cytoskel mod	Smad3 inh	TNFa cytotox	sEH activator	Calb biofilm kill	HUVEC tox IL1B	VCAM1 TNFa inh
CCn1c(SCC(=O)N2CCOCC2)nc2c(c1=O)SC(C)C2 (stereo unspecified)	-7	-6	-23	8	28	10	1	-11	-14
Cn1c(=O)n(C)c2cc(S(=O)(=O)Nc3ccccc3O)ccc21	30	-4	21	1	-20	6	5	-23	3
Cc1nc(C(=O)Nc2cccc(Cl)c2)nn1-c1cc(OC(C)C)c(Cl)cc1Cl	x	6	20	x	-11	-4	x	7	13
Cc1cccc(Cn2c(Sc3nc(C)cs3)nc3c2c(=O)[nH]c(=O)n3C)c1	-2	x	-1	4	-9	x	8	2	-8
COc1ccc2c(c1)c(=O)oc1cc(OCC(=O)N3CCc4ccccc4C3)ccc12	62*	3	-33	-16[fluorescence artefact?]	29	-1	-6	-2	8
COc1ccc2cc(C(c3nnnn3C(C)(C)C)N3CCc4ccccc4C3)c(=O)[nH]c2c1 (stereo unspecified)	0[fluorescence artefact?]	x	4	7	9	x	6	-8	2
Cc1cccc2cc(COC(=O)c3ccccn3)c(=O)[nH]c12	-12	x	36	2	-19	x	4	4	6
O=P(O)(O)c1ccccc1OCCCCCOc1ccccc1P(=O)(O)O	-5	-25	-3	0	-8	22	-2	9	-10
FC(F)(F)c1nnc2sc(-c3ccncc3)nn12	2[fluorescence artefact?]	-4	-4	4	-1	5	8	-4	-15
Cc1nc2c(Br)cc(Br)cc2cc1O	22	-7	2	10	15	5	-7	1	-37
O=C(Cn1c(=O)n(Cc2ccco2)c(=O)c2c3c(sc21)CCCCC3)Nc1ccccc1	80*	4	5	4	-10	-5	2	-24	-7
O=S(=O)(c1cc(Cl)ccc1Cl)N1CCN(Cc2ccc3c(c2)OCO3)CC1	-12	-10	-3	4	-4	9	14	8	8
Cn1c(=O)c2c(nc(NCc3ccco3)n2CCc2ccccc2)n(C)c1=O	40	x	6	3	-7	x	4	x	-2
N#CC1(Nc2ccccc2)C(=O)Nc2ccccc21 (stereo unspecified)	9	-14	1	-11	-11	8	2	11	-2
C=CCNC(=S)NNC(=O)C(CCCC)CC(C)(C)O (stereo unspecified)	-20	18	11	8	x	-14	6	-9	16
Cc1ccc(S(=O)(=O)N2CCC(C(=O)Nc3nnc(C4CCCC4)s3)CC2)cc1	-5[fluorescence artefact?]	4	-1	2	-12	-5	-2	3	19
COC(=O)Cc1[nH]nc2c1C(c1c[nH]c3ccccc13)C(C#N)=C(N)O2 (stereo unspecified)	-16	-1	3	12	-9	0	8	-28	33
Cc1ccc(OC(=S)Nc2ccccc2)c(C)c1	-6	1	-26	2[fluorescence artefact?]	-12	2	-3	-6	16
CCc1ccc(/C=N/NC(=O)c2ccc(OC3CCCC3)cc2)s1	x	96*	-9	x	-15	-96	x	-10	-4
CN(C)S(=O)(=O)c1ccc(NC(=O)c2c(F)cccc2Cl)cc1	-4	x	5	-5	-6	x	8	16	-6
CC(=O)Nc1nc(C)nc(C)c1C(C)=O	-2	-2	x	0	-24	4	10	-64	-3
O=C(c1cc2nc(-c3ccccc3)cc(C(F)(F)F)n2n1)N1CCOCC1	-1	-3	18	4	-20	3	9	-27	15
CCOc1ccc(C(=O)Nc2cc(C)on2)cc1	-1[fluorescence artefact?]	x	10	3	-29	x	5	-23	-3
Cc1cc(N2C(=O)C(O)=C(C(=O)c3ccc(C)o3)C2c2cccs2)no1 (stereo unspecified)	x	3	14	x	9	-1	x	-1	15
Cc1cccc(CCNC(=O)C2CCC(CNc3c(N4CCCC4)c(=O)c3=O)CC2)c1 (stereo unspecified)	-8	37	18	0	-26	-34	12	2	8
Next part:
SMILES	ERb coact inh	sEH inh	cytoskel mod	Smad3 inh	TNFa cytotox	sEH activator	Calb biofilm kill	HUVEC tox IL1B	VCAM1 TNFa inh
COc1ccccc1C(c1nnnn1C(C)(C)C)N1CCN(Cc2ccccc2)CC1 (stereo unspecified)	-7	-3	7	4	-3	1	0	-5	-8
COc1ccc2[nH]c(C)c(C(=O)CN(C)C)c2c1	5[fluorescence artefact?]	7	29	0	7	-7	5	0	-1
COc1ccc(CNC(=O)/C=C/c2cc([N+](=O)[O-])ccc2OC(F)F)cc1OC	x	7	5	x	-14	-4	x	-8	0
Cn1c(-c2ccc(N)cc2)nc2ccccc21	-7[fluorescence artefact?]	-1	-11	0	-22	1	-2	-2	1
Cc1ccc(S(=O)(=O)Cc2ccc(C(=O)NCCCN3CCCC3=O)o2)cc1	-4	9	19	-5	-27	-10	3	-9	4
Cc1nc2cc(N3CCCCC3)c(NC(=O)c3cccnc3)cc2c(=O)n1Cc1ccccc1	16	-1	-1	0	12	-2	-1	-47	14
CC1(C)CC(=O)c2cc(C(=O)O)c(=O)n(-c3ccccc3)c2C1	-5	1	0	22	x	2	3	-11	-12
CN1CCc2c(c3c(n2C)CCN(C)[C@@H]3c2cccnc2)[C@H]1c1cccnc1	x	-6	4	x	-7	8	x	12	-7
CCN(CC)CCN1C(=O)Cn2c(C)c(C)c3cccc1c32	-3	6	x	-3	x	-7	10	-1	x
O=C(CSc1nnc(-c2cccnc2)n1Cc1ccco1)c1ccc(Cl)c(Cl)c1	20	8	19	4	-28	-9	6	-30	-11
O=C(Nc1nncs1)c1cccc(S(=O)(=O)N2CCCCC2)c1	-1	-8	1	8	2	9	5	-19	-9
O=C(Nc1ccccc1C(=O)N1CCN(c2ccccc2)CC1)c1ccco1	-7	10	-15	0	-11	-5	x	x	0
Cc1ccnc(SCCn2c(N3CCCCC3)nc3c2c(=O)[nH]c(=O)n3C)n1	-4[fluorescence artefact?]	13	-8	1	-4	-11	2	-92	2
CC(C(=O)N1CCOCC1)N1c2cccc3cccc(c23)S1(=O)=O (stereo unspecified)	-4	11	1	-4	-26	-9	14	-38	-3
CCOc1ccc(NC(=O)C2CCCN(C(=O)Nc3ccccc3)C2)cc1 (stereo unspecified)	-1	32	1	10	-19	-32	-3	-21	-4
Cc1ccc(S(=O)(=O)N2CCN(C(=O)CSc3nc4ccccc4o3)C2)cc1	3	-4	30	0	-14	4	1	4	11
CCOC(=O)c1c(N)nn(C(=O)C(C)C)c1-c1ccccc1	-2	13	5	-7	-25	-10	2	-6	-5
CCOC(=O)c1ccc(N2C(=O)CC(N3CC(C)OC(C)C3)C2=O)cc1 (stereo unspecified)	-9	10	-2	-1	-38	-7	2	88*	-6
Cn1c(NC(=O)c2ccco2)c(-c2ccccc2)c(=O)c2ccccc21	27	-5	-68	-2	18	4	0	38	-7
COc1cc(/C=C2/C(=N)N3C=CSC3=NC2=O)ccc1OCCCOc1ccccc1C	72*[fluorescence artefact?]	-11	39	1	-15	15	1	-1	3
CCc1ccc(N2CC(C(=O)Nc3ccc(C)c(S(=O)(=O)N4CCOCC4)c3)CC2=O)cc1 (stereo unspecified)	x	-3	-4	x	-1	2	x	6	-6
Clc1ccc(CNC2CCCC2)cc1	x	-7	16	x	-62	7	x	-5	4
CCOC(=O)Cc1csc(NC(=O)c2ccco2)n1	13[fluorescence artefact?]	4	15	-11	-9	-4	4	-6	-2
Cc1c(N=C2C(=O)Nc3ccccc32)c(=O)n(-c2ccccc2)n1C	45	-16	-6	-4	-8	19	13	-3	8
CCc1cccc(NC(=O)Cn2ncn3c(cc4ccccc43)c2=O)c1	-15[fluorescence artefact?]	-1	-10	7	4	2	2	3	22

Reprinted from the part before: 4 compounds, followed by the next part.
SMILES	ERb coact inh	sEH inh	cytoskel mod	Smad3 inh	TNFa cytotox	sEH activator	Calb biofilm kill	HUVEC tox IL1B	VCAM1 TNFa inh
Clc1ccc(CNC2CCCC2)cc1	x	-7	16	x	-62	7	x	-5	4
CCOC(=O)Cc1csc(NC(=O)c2ccco2)n1	13[fluorescence artefact?]	4	15	-11	-9	-4	4	-6	-2
Cc1c(N=C2C(=O)Nc3ccccc32)c(=O)n(-c2ccccc2)n1C	45	-16	-6	-4	-8	19	13	-3	8
CCc1cccc(NC(=O)Cn2ncn3c(cc4ccccc43)c2=O)c1	-15[fluorescence artefact?]	-1	-10	7	4	2	2	3	22
CCC(=O)c1cc(F)c(N2CCN(C(=O)Cc3ccccc3)CC2)cc1C	x	-2	3	x	-7	1	x	12	5
CCCc1nnc(NC(=O)CN2CCOCC2)s1	x	x	-16	x	9	x	x	8	-4
COC(=O)COc1nsnc1N1CCOCC1	2[fluorescence artefact?]	-22	37	11	-12	23	4	-5	-12
COc1ccc(-n2nnnc2SCC(=O)N2CCCc3ccccc32)cc1OC	-11	0	8	8	-35	5	2	0	2
Cc1ccc(Oc2ncccc2/C=N/OCc2ccc(Cl)cc2Cl)cc1	x	-4	2	x	-11	3	x	15	-17
CCCNC(=O)CCc1c(C)nc2nc(-c3cc(OC)cc(OC)c3)nn2c1C	2[fluorescence artefact?]	2	-2	-2	-16	-1	3	-1	6
CCOc1ccc(Nc2nc(NCCN3CCOCC3)nc(OC)n2)cc1	-4	-9	15	8	-28	9	13	-35	20
CC1=[N+]([O-])C(N2CCOCC2)C(O)(c2ccccc2)C1 (stereo unspecified)	-14[fluorescence artefact?]	6	-2	-4	0	-5	5	11	14
COC(=O)C(O)(CC(=O)Nc1cccc(SC)c1)C(F)(F)F (stereo unspecified)	-8[fluorescence artefact?]	12	-20	6[fluorescence artefact?]	-35	-8	-1	-32	25
COc1ccc(OCC(=O)Nc2ccccc2C(=O)N2CCCC2)cc1	0	0	23	-7	x	1	-1	22	x
COCCNC(=O)COC(=O)/C=C/c1c(C)nn(Cc2ccc(Cl)cc2Cl)c1Cl	-14	-3	22	-6	33	5	7	4	27
CCOC(=O)c1nn(-c2ccccc2)c2nc(Nc3ccccc3)cc(=O)n12	x	6	-8	x	-9	-5	x	2	-42
CC(c1ccccc1)n1cc(C(=O)NCc2ccncc2)nn1 (stereo unspecified)	-14	6	2	-3	-6	-4	-1	-1	6
Cc1cc(C)c2ccc(NN)nc2c1O	-3	0	x	6	-7	-3	2	-25	7
Cc1ccc(-c2nc(N/N=C/c3cccc([N+](=O)[O-])c3)c3ccccc3n2)cc1	x	10	4	x	-10	-12	x	14	15
CCOc1ccc2c(c1)s/c(=N\S(=O)(=O)c1ccc(OC)cc1)n2C(F)F	x	-9	-7	x	-16	12	x	-2	3
CC1CCN(S(=O)(=O)c2ccc(NC(=S)NC(=O)c3ccc(Cl)cc3)cc2)CC1	x	10	15	x	-27	-8	x	6	-4
Cc1c(/C=N/N=C2\CCC3C4CCc5cc(O)ccc5C4CCC23C)cnn1C (stereo unspecified)	x	-1	-15	x	-10	3	x	4	-16
COc1ccc(C(=O)NN(C)c2nc(-c3ccccc3)cc(C)c2S(C)(=O)=O)cc1	-1	3	-12	16	x	0	3	15	17
O=C(CCCCCC(=O)N(CCO)CCO)N(CCO)CCO	6	-8	-19	7	-22	7	5	-11	1
OCCCc1nc2n(n1)C(c1ccccc1Cl)C=C(c1cccs1)N2 (stereo unspecified)	-5	2	15	14	-8	-2	8	-35	6
COC(=O)c1oc2ccc(Br)cc2c1-n1cccc1	-3	3	-17	2	-4	-3	8	-81	-3
Cc1c(NC(=O)c2c(F)cccc2F)c(=O)n(-c2ccccc2)n1C	-1[fluorescence artefact?]	1	1	-13	-9	-2	-3	2	8
N#CCSc1nnc(COc2cccc3ccccc23)n1-c1ccccc1	1	8	44	-7	-11	-8	-6	-9	-9
Cc1cccc(Cl)c1OCCCCn1ccnc1	-11[fluorescence artefact?]	1	-2	13	19	-3	9	17	21
O=C(O)Cc1ccc(C(=O)c2ccccc2)s1	15	-26	-1	-6	8	23	-5	9	-6
Cc1ccc(C)c(NC(=O)Cn2nnc(C(=O)NCc3cccs3)c2N)c1	x	3	34	x	-21	-2	x	-36	12
Cc1ccc(S(=O)(=O)NCc2csc(C)n2)c(C)c1	10	x	-20	-1	-4	x	8	-20	-7

Screening data: PubChem BioAssay, several laboratories
